GSH fluor – GSH bead compound fluorescence profile. AID 1776. GSH beads flow cytometry, compound fluorescence 488/530 nm; active compounds read high. hit rate 0.25% among 190,000. fluorescence (KMESF) at 10 µM; in the data active means fluorescence above about 89;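 further: glutathione beads carrying GST-tagged Bcl family fusion proteins plus one bare bead set; values are compound well signal with DMSO vehicle wells as background; inactives centre near 16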
ABCB1 inh – inhibitors of human ABCB1 transporter, ABCG2 counter-screen | inhibition, % at 6.6 µM | P08183 | CCRF-Adr cells, JC-1 efflux, flow cytometry | hit rate 0.067% among 190,000; in the data active means inhibition above about 40%;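 further: 0% = vehicle and 100% = reference inhibitor; higher value means more JC-1 retained so stronger ABCB1 efflux block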
HRas wt GTP – changes GTP binding to wildtype human HRas; P01112; GST-Ras wt beads, Bodipy-FL-GTP binding, flow cytometry; actives lie on both sides; GTP binding activity, % at 10 µM; hit rate 0.14% among 190,000; AID 759;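 active means GTP binding activity at least 20% away from the 100% baseline, either lowered as inhibitor or raised as activator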;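 further: 0% = unlabeled GTP competition control and 100% = no-compound control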
Target sequence (P01112 whole entry, looked up): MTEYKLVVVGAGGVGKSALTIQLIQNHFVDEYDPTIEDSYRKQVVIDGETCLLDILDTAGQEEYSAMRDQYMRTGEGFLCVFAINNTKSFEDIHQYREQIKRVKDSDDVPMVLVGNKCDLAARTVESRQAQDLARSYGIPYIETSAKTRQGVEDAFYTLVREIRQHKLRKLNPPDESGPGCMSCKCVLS
ABCG2 inh – inhibitors of human ABCG2 transporter, ABCB1 counter-screen; IgMXP3 cells, JC-1 efflux, flow cytometry; inhibition, % at 6.6 µM; hit rate 0.1% among 190,000; AID 1325; Q9UNQ0;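 active means inhibition above 80%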;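 further: 0% = DMSO and 100% = nicardipine control wells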
Target sequence (Q9UNQ0 whole entry, looked up): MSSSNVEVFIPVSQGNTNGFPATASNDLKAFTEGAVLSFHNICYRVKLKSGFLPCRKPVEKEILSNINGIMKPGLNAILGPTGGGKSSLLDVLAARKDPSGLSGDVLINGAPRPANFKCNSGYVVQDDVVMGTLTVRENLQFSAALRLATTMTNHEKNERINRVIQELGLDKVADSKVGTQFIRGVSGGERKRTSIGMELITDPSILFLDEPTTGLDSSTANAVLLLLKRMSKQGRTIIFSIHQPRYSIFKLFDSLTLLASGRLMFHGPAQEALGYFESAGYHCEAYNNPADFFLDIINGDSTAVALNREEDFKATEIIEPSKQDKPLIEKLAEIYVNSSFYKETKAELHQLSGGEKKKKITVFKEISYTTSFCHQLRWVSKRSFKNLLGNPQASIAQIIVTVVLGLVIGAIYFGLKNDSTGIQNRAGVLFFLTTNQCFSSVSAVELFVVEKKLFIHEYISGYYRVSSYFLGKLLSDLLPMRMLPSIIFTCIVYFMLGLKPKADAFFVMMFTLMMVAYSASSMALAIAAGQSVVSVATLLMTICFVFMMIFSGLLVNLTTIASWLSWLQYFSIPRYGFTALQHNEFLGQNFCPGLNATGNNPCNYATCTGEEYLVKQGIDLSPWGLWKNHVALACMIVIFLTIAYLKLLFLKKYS
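Assay system – ABCG2 IgMXP3 and barcoded ABCB1 CCRF-Adr cell mix · Input – 3 million cells/mL in well · Reagent – JC-1 fluorescent substrate · Compound – single test compound dose, 6.6 µM final · Timing – 10 min exposure at 25 °C with rotation, no wash · Detection – flow cytometry of retained JC-1 fluorescence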
Rab7 wt modul – alters GTP binding to wildtype dog Rab7; GST-Rab7 beads, fluorescent GTP binding, flow cytometry; actives lie on both sides; untreated = 100%, excess cold GTP = 0%; GTP binding activity (percent of control), % at 10 µM; hit rate 0.055% among 190,000; AID 758;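 active means fluorescent GTP binding to Rab7 beads changed by at least 20 points from the 100% baseline, either direction, mostly lower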;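 further: median green fluorescence of bound Bodipy-FL-GTP per Rab7 bead population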
Rac1 wt GTP bind – modulators of human Rac1 wildtype GTP binding; P63000; GST-Rac1 beads, fluorescent GTP binding, flow cytometry; actives lie on both sides; 0 = cold GTP competed, 100 = untreated; GTP binding activity (% of control), % at 10 µM; hit rate 0.27% among 190,000;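 active means GTP binding activity at least 20 points away from the 100% control level, either lower or higher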
Rab2 wt GTP – changes GTP binding to wildtype dog Rab2A, up or down; P61105; GTP binding activity, % at 10 µM; GST-Rab2 wt beads, Bodipy-GTP binding, flow cytometry; hit rate 0.19% among 190,000;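 active means GTP binding activity at least 20 points away from 100%, either lowered or raised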;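 further: 0% = beads with excess unlabeled GTP and 100% = no-compound control corrected for plate trend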
Pf gametocyte – P. falciparum stage V gametocyte viability inhibition. P. falciparum stage V gametocytes, ATP luminescence, 24 h. AID 743093. inhibition, % at 10.9 µM. hit rate 0.065% among 150,000;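 active means inhibition above the mean plus 3 SD of compounds within the control limits, set per campaign, cut at about 38% in these data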;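 further: 0% = DMSO wells and 100% = medium only without gametocytes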
Rac1 act GTP bind – alters GTP binding to activated mutant human Rac1; hit rate 0.11% among 190,000; AID 764; percent activity (GTP binding), % at 10 µM; P63000; GST-Rac1 activated beads, fluorescent GTP binding, flow cytometry; actives lie on both sides; 100% means binding = to untreated wells;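 active means GTP binding at least 20 percentage points away from the 100% baseline, in either direction, so actives lie on both sides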
Cdc42 wt – modulators (inhibitors or activators) of GTP binding to human Cdc42 wildtype; GST-Cdc42 beads, Bodipy-GTP binding, flow cytometry; actives lie on both sides; hit rate 0.2% among 190,000; percent activity (GTP binding), % at 10 µM; AID 761; P60953;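 active means percent activity GTP binding at least 20 points away from the 100% baseline, either down as inhibitor or up as activator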;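 further: median bead fluorescence of bound Bodipy-FL-GTP at 100 nM; 0% = excess unlabeled GTP control and 100% = no compound control; below 100% means less GTP binding so inhibitor and above means activator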
Target sequence (P60953 whole entry, looked up): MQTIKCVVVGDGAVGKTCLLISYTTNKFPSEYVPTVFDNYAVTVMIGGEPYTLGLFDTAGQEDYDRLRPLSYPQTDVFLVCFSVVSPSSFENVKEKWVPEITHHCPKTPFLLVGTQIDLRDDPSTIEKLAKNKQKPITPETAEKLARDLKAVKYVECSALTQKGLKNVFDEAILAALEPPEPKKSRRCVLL
Avidin fluor – avidin bead compound fluorescence profile. Avidin beads, compound fluorescence 488/530 nm, flow cytometry; active compounds read high. fluorescence (KMESF) at 10 µM. hit rate 0.38% among 220,000. AID 1775; in the data active means fluorescence above about 47; further: inactives centre near 10
* hit, by the source's call. An unsorted share of the library. About 1.1% of those tested had a hit in this group.

Results for O=C(Cc1ccccc1)NN1C(=O)C2C3C=CC(C3)C2C1=O (stereo not drawn) ?
GSH fluor: 26; ABCB1 inh: -3.2; HRas wt GTP: 97; ABCG2 inh: -1; Rab7 wt modul: 96; Rac1 wt GTP bind: 94; Rab2 wt GTP: 96; Rac1 act GTP bind: 93; Cdc42 wt: 97; Avidin fluor: 17

What do the screens show for `N#C/C(=C\c1ccc(Sc2ccc(Cl)cc2)o1)c1nc2ccccc2[nH]1`?
GSH fluor: 20; ABCB1 inh: -1.2; HRas wt GTP: 99; ABCG2 inh: -10; Rab7 wt modul: 100; Rac1 wt GTP bind: 101; Rab2 wt GTP: 98; Pf gametocyte: 2; Rac1 act GTP bind: 98; Cdc42 wt: 97; Avidin fluor: 16

How did Cc1ccc(S(=O)(=O)Cn2nnnc2CN2CCOCC2)cc1 do in these assays?
GSH fluor: 13; ABCB1 inh: 0.1; HRas wt GTP: 97; ABCG2 inh: 0; Rab7 wt modul: 96; Rac1 wt GTP bind: 95; Rab2 wt GTP: 96; Pf gametocyte: 7; Rac1 act GTP bind: 96; Cdc42 wt: 97; Avidin fluor: 39

Results for Cc1ccc2c(c1)C=CC(C#N)N2C(=O)c1ccccc1 (stereo not drawn) ?
GSH fluor: 14; ABCB1 inh: 3.7; HRas wt GTP: 100; ABCG2 inh: 18; Rab7 wt modul: 97; Rac1 wt GTP bind: 98; Rab2 wt GTP: 100; Pf gametocyte: -22; Rac1 act GTP bind: 99; Cdc42 wt: 95; Avidin fluor: 6

What do the screens show for `O=C(O)c1ccc2c(c1)ncn2C1CCCCC1`?
GSH fluor: 74; ABCB1 inh: -0.1; HRas wt GTP: 101; ABCG2 inh: 0; Rab7 wt modul: 100; Rac1 wt GTP bind: 100; Rab2 wt GTP: 99; Rac1 act GTP bind: 98; Cdc42 wt: 99; Avidin fluor: 8

What do the screens show for `CCOC(=O)c1c(NC(=O)CSc2nc3cc(Cl)ccc3c(=O)n2Cc2ccco2)sc(C(=O)N(C)C)c1C`?
GSH fluor: 16; ABCB1 inh: 2.3; HRas wt GTP: 102; ABCG2 inh: 4; Rab7 wt modul: 98; Rac1 wt GTP bind: 109; Rab2 wt GTP: 98; Pf gametocyte: 1; Rac1 act GTP bind: 98; Cdc42 wt: 101; Avidin fluor: 22

What do the screens show for `COc1ccc(CCNC2=NCC(C)S2)cc1` (stereo not drawn)?
GSH fluor: 22; ABCB1 inh: 0.1; HRas wt GTP: 101; ABCG2 inh: 1; Rab7 wt modul: 100; Rac1 wt GTP bind: 104; Rab2 wt GTP: 99; Rac1 act GTP bind: 99; Cdc42 wt: 102; Avidin fluor: 34

How did O=C(N/N=C/c1ccc(Cl)cc1Cl)Nc1ccccc1 do in these assays?
GSH fluor: 33; ABCB1 inh: 0.9; HRas wt GTP: 94; ABCG2 inh: 5; Rab7 wt modul: 93; Rac1 wt GTP bind: 91; Rab2 wt GTP: 93; Rac1 act GTP bind: 94; Cdc42 wt: 97; Avidin fluor: 8

What do the screens show for `CCn1c(C)cc(/C=C2\SC(=O)N(CC(=O)Nc3ccc(C)c(C)c3)C2=O)c1C`?
GSH fluor: 14; ABCB1 inh: -0.2; HRas wt GTP: 105; ABCG2 inh: -1; Rab7 wt modul: 101; Rac1 wt GTP bind: 114; Rab2 wt GTP: 101; Rac1 act GTP bind: 103; Cdc42 wt: 109; Avidin fluor: -2

What do the screens show for `COC(=O)C1=CN(Cc2cccs2)C=C(C(=O)OC)C1c1cccc(O)c1`?
GSH fluor: 17; ABCB1 inh: 1.1; HRas wt GTP: 95; ABCG2 inh: 2; Rab7 wt modul: 93; Rac1 wt GTP bind: 99; Rab2 wt GTP: 94; Pf gametocyte: 12; Rac1 act GTP bind: 96; Cdc42 wt: 97; Avidin fluor: 10

Results for CCOC(=O)N1CCN(C(=O)c2cc3c(-c4ccc(Cl)cc4)nn(C)c3s2)CC1 ?
GSH fluor: 13; ABCB1 inh: 2.9; HRas wt GTP: 98; ABCG2 inh: 11; Rab7 wt modul: 98; Rac1 wt GTP bind: 101; Rab2 wt GTP: 101; Rac1 act GTP bind: 97; Cdc42 wt: 99; Avidin fluor: 8

What do the screens show for `COc1ccc(Br)c(C(=O)NCCC(C)C)c1`?
GSH fluor: 14; ABCB1 inh: 0.4; HRas wt GTP: 99; ABCG2 inh: 4; Rab7 wt modul: 98; Rac1 wt GTP bind: 100; Rab2 wt GTP: 98; Pf gametocyte: 4; Rac1 act GTP bind: 97; Cdc42 wt: 99; Avidin fluor: 12

How did Cc1ccccc1NC(=O)CSCC(=O)Nc1ccccc1C do in these assays?
GSH fluor: 40; ABCB1 inh: -0.5; HRas wt GTP: 100; ABCG2 inh: -1; Rab7 wt modul: 100; Rac1 wt GTP bind: 105; Rab2 wt GTP: 98; Pf gametocyte: -7; Rac1 act GTP bind: 99; Cdc42 wt: 102; Avidin fluor: 8

How did CCOC(=O)c1ccc(NC(=O)CC2SCCNC2=O)cc1 (stereo not drawn) do in these assays?
GSH fluor: 6; ABCB1 inh: 0.1; HRas wt GTP: 98; ABCG2 inh: 2; Rab7 wt modul: 97; Rac1 wt GTP bind: 97; Rab2 wt GTP: 98; Pf gametocyte: 9; Rac1 act GTP bind: 97; Cdc42 wt: 99; Avidin fluor: 15

What do the screens show for `Cc1cccc(-c2ncc(CN3CCCC(CO)(Cc4cccc(Cl)c4)C3)cn2)c1` (stereo not drawn)?
GSH fluor: 13; ABCB1 inh: 1.1; HRas wt GTP: 95; ABCG2 inh: 8; Rab7 wt modul: 100; Rac1 wt GTP bind: 93; Rab2 wt GTP: 97; Pf gametocyte: 1; Rac1 act GTP bind: 92; Cdc42 wt: 94; Avidin fluor: 9

Results for O=c1[nH][nH]c(=O)n1-c1ccccc1 ?
GSH fluor: 13; ABCB1 inh: 0.7; HRas wt GTP: 101; ABCG2 inh: 10; Rab7 wt modul: 102; Rac1 wt GTP bind: 105; Rab2 wt GTP: 101; Pf gametocyte: -10; Rac1 act GTP bind: 98; Cdc42 wt: 102; Avidin fluor: 10

Results for CCCSc1nc(NCc2ccco2)c2c3c(sc2n1)COC(C)(C)C3 ?
GSH fluor: 10; ABCB1 inh: 1.7; HRas wt GTP: 102; ABCG2 inh: 7; Rab7 wt modul: 101; Rac1 wt GTP bind: 99; Rab2 wt GTP: 100; Pf gametocyte: -15; Rac1 act GTP bind: 96; Cdc42 wt: 100; Avidin fluor: 18

How did CSc1nc(C)c(CCO)c(=O)[nH]1 do in these assays?
GSH fluor: 13; ABCB1 inh: 0.6; HRas wt GTP: 97; ABCG2 inh: 2; Rab7 wt modul: 104; Rac1 wt GTP bind: 95; Rab2 wt GTP: 95; Rac1 act GTP bind: 95; Cdc42 wt: 93; Avidin fluor: 12

What do the screens show for `CC1CCC(NC(=O)CC2Oc3ccccc3NC2=O)CC1` (stereo not drawn)?
GSH fluor: 13; ABCB1 inh: 0.3; HRas wt GTP: 102; ABCG2 inh: 1; Rab7 wt modul: 103; Rac1 wt GTP bind: 108; Rab2 wt GTP: 102; Rac1 act GTP bind: 102; Cdc42 wt: 107; Avidin fluor: 7

What do the screens show for `Cc1cc(C)cc(OCC(=O)NN2Cc3ccccc3C2=N)c1`?
GSH fluor: 14; ABCB1 inh: 0.6; HRas wt GTP: 110; ABCG2 inh: 2; Rab7 wt modul: 108; Rac1 wt GTP bind: 107; Rab2 wt GTP: 104; Rac1 act GTP bind: 101; Cdc42 wt: 110; Avidin fluor: 16

Results for Cc1cc(C2=NNC(=Nc3ccc(S(=O)(=O)N4CCOCC4)cc3)SC2)c(C)n1CC1CCCO1 (stereo not drawn) ?
GSH fluor: 14; ABCB1 inh: -0.2; HRas wt GTP: 96; ABCG2 inh: 0; Rab7 wt modul: 107; Rac1 wt GTP bind: 97; Rab2 wt GTP: 101; Pf gametocyte: 10; Rac1 act GTP bind: 93; Cdc42 wt: 95; Avidin fluor: 10

What do the screens show for `CCOc1ccc(NC(=O)C2CC(C)=C(C)CC2C(=O)O)cc1` (stereo not drawn)?
GSH fluor: 37; ABCB1 inh: 0.0; HRas wt GTP: 102; ABCG2 inh: 1; Rab7 wt modul: 106; Rac1 wt GTP bind: 108; Rab2 wt GTP: 103; Rac1 act GTP bind: 100; Cdc42 wt: 102; Avidin fluor: 12

What do the screens show for `S=C(Nc1cccc(Cl)c1)NC1CCCCC1`?
GSH fluor: 25; ABCB1 inh: 2.4; HRas wt GTP: 99; ABCG2 inh: 21; Rab7 wt modul: 103; Rac1 wt GTP bind: 102; Rab2 wt GTP: 102; Rac1 act GTP bind: 97; Cdc42 wt: 103; Avidin fluor: 11

How did CCOC(=O)c1cnc2c(c(C)nn2CC)c1Cl do in these assays?
GSH fluor: 19; ABCB1 inh: 1.2; HRas wt GTP: 96; ABCG2 inh: 9; Rab7 wt modul: 98; Rac1 wt GTP bind: 97; Rab2 wt GTP: 97; Pf gametocyte: -4; Rac1 act GTP bind: 96; Cdc42 wt: 96; Avidin fluor: 6

How did COC(=O)c1c(C(=O)OC)c(-c2cccc(C)c2)n2c1CS(=O)(=O)C2 do in these assays?
GSH fluor: 10; ABCB1 inh: 1.3; HRas wt GTP: 101; ABCG2 inh: 3; Rab7 wt modul: 94; Rac1 wt GTP bind: 98; Rab2 wt GTP: 98; Rac1 act GTP bind: 96; Cdc42 wt: 99; Avidin fluor: 13

What do the screens show for `Cc1c(C(C)C)c(=O)n(-c2ccc(S(=O)(=O)NC3CC3)cc2)n1C`?
GSH fluor: 16; ABCB1 inh: -0.5; HRas wt GTP: 95; ABCG2 inh: 0; Rab7 wt modul: 96; Rac1 wt GTP bind: 97; Rab2 wt GTP: 96; Rac1 act GTP bind: 98; Cdc42 wt: 98; Avidin fluor: 12

What do the screens show for `O=C(CCc1ccc(S(=O)(=O)N2CCOCC2)cc1)Nc1nc(COc2ccccc2)cs1`?
GSH fluor: 6; ABCB1 inh: 0.6; HRas wt GTP: 100; ABCG2 inh: 4; Rab7 wt modul: 98; Rac1 wt GTP bind: 98; Rab2 wt GTP: 97; Pf gametocyte: 23; Rac1 act GTP bind: 96; Cdc42 wt: 102; Avidin fluor: 9

Results for N#CCCN(C(=O)Nc1ccccc1)c1ccccc1 ?
GSH fluor: 13; ABCB1 inh: -0.6; HRas wt GTP: 101; ABCG2 inh: 3; Rab7 wt modul: 100; Rac1 wt GTP bind: 104; Rab2 wt GTP: 100; Pf gametocyte: 29; Rac1 act GTP bind: 99; Cdc42 wt: 102; Avidin fluor: 7

Results for COC(=O)n1c(=S)oc2cc(Cl)ccc21 ?
GSH fluor: 4; ABCB1 inh: -0.1; HRas wt GTP: 91; ABCG2 inh: 0; Rab7 wt modul: 92; Rac1 wt GTP bind: 94; Rab2 wt GTP: 89; Rac1 act GTP bind: 88; Cdc42 wt: 85; Avidin fluor: 8
